EWS-Fli inh = blocks EWS/Fli oncoprotein-driven transcription | A673 NR0B1-luciferase reporter, viability-normalised | inhibition, % at 12.6 µM | hit rate 0.67% among 350,000;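 active = mean inhibition of at least 50% after viability correction, with every replicate also passing that limit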;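 also: firefly luciferase signal divided by Alamar Blue viability fluorescence both relative to DMSO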
E-selectin induc = E-selectin induction on HUVECs; hit rate 0.37% among 260,000; P16581; activation, % at 7.58 µM; HUVEC E-selectin immunofluorescence imaging; normalized: neutral wells 0, TNF-alpha wells 100;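 active = mean E-selectin-positive cell signal at least 10% of the positive control, reached in at least 60% of replicates, without over 20% cell loss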;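 also: in these data hits start at about 27%; measured in HUVEC primary endothelial cells; signal is the percent of cells scored E-selectin positive by PE staining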
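Test system – human umbilical vein endothelial cells (HUVEC), E-selectin induction · Input – 3,000 HUVEC seeded per well · Buffer or medium – EGM-2, gelatin · Compound dosing – single-point compound dose · Detection – immunofluorescence imaging · Measure – percent E-selectin-positive cells · Controls – TNF-alpha high, DMSO low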
FN deposition inh = fibronectin deposition inhibition | AH1F fibroblasts, Alexa488-fibronectin deposition fluorescence, overnight | inhibition, % at 12.6 µM | hit rate 0.086% among 350,000;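 active = mean inhibition across replicates of 30% or more, regardless of how many single replicates reach that level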;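 also: positive control wells lacked labelled fibronectin entirely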
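test system = AH1F fibroblasts assembling fluorescent fibronectin matrix | quantity = 10000 AH1F cells per well | buffer or medium = DMEM plus 2% serum, read in PBS | doses = single dose, pinned | incubation = 1 h cell attachment, overnight exposure to compound and label | detection = fluorescence at 485 nm excitation, 525 nm emission | read-out basis = inhibition from reduced deposited-fibronectin fluorescence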
esBAF inh = blocks esBAF chromatin remodeling in mouse ES cells. AID 602393. hit rate 2% among 350,000. reporter increase, % at 12.5 µM. Bmi1-luciferase knock-in reporter, 24 h; 100% = twice the neutral-well signal; in the data active = activation above about 40%;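 also: 0% = median of the plate's neutral control wells and 100% = double that signal; a rise in the Bmi1 reporter signal indicates esBAF inhibition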
RAD54 inh = blocks human RAD54 Holliday junction branch migration; FAM/BHQ fluorescence; hit rate 0.14% among 360,000; inhibition, % at 10.4 µM;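 active = mean normalized replicate activity at least 40 and at least half of replicates scoring 40 or more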;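 also: 0% = median of neutral control wells and 100% = median of positive control wells; inhibitors cause a drop in the FAM fluorescence signal; in these data hits start at about 50%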
Target sequence (Q92698 whole entry, looked up): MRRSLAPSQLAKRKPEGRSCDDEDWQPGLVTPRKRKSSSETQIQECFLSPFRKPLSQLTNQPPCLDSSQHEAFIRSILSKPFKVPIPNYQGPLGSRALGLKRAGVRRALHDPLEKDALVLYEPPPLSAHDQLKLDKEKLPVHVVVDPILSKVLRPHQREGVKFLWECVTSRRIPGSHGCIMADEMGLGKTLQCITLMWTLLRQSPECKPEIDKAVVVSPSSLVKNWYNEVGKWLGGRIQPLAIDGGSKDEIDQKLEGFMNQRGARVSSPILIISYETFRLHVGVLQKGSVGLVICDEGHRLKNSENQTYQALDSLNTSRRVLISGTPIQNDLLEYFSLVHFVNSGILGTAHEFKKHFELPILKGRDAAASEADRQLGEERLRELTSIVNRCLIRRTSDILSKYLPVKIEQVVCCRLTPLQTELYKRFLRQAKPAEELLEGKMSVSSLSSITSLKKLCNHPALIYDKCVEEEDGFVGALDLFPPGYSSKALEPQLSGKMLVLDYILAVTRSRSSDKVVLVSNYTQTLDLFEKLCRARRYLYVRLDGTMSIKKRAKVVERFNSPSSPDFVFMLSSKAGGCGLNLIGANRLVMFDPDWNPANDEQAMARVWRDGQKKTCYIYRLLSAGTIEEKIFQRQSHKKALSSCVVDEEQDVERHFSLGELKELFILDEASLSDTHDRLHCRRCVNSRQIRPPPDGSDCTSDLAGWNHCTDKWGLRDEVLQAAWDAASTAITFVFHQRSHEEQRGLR
XiGFP reactiv = reactivates the inactive X chromosome in mouse fibroblasts. hit rate 0.055% among 360,000. AID 743238. activation, % at 7.58 µM. XiGFP mouse fibroblasts, % GFP-positive cells imaging, 3 d; cells co-treated with 5-aza-dC sensitizer; scaled so ellipticine positive control = 100%;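 active = mean normalized replicate activation at least 10% and every replicate at or above 10%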;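 also: 0% = median of on-plate neutral control wells and 100% = ellipticine 6 µM median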
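Material: XiGFP fibroblasts, SV40-immortalized; Buffer or medium: DMEM containing 5-aza-dC; Compound dosing: single point; Times: 3 days compound exposure.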
S100A4 inh HTS = S100A4-myosin IIA interaction inhibition; S100A4/TAMRA-MyoIIA peptide fluorescence polarization; P26447; hit rate 0.14% among 360,000; inhibition, % at 10.7 µM; AID 652163;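 active = mean inhibition of at least 70% across replicates, with every replicate also reaching that level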
Target sequence (P26447 whole entry, looked up): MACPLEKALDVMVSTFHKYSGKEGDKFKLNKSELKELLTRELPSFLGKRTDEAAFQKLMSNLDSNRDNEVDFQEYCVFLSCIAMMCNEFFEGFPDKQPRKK
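Compound dosing: one dose per compound; test system: human S100A4 monomer with TAMRA-labelled myosin IIA peptide; probe or stimulus: TAMRA-labelled myosin IIA heavy-chain peptide probe, 5 nM; medium: HEPES buffer with Ca2+, pH 7.2; schedule: 5 min incubation before reading; benchmarks: neutral control DMSO, positive control TFP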
RAD52 inh = inhibitors of human RAD52 DNA annealing; hit rate 0.46% among 360,000; recombinant RAD52 DNA annealing, FRET fluorescence; inhibition, % at 18.7 µM;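 active = every replicate showing at least 50% inhibition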
Starred values were filed as active, the others as inactive; x = not tested or not shown.

no. | SMILES | EWS-Fli inh | E-selectin induc | FN deposition inh | esBAF inh | RAD54 inh | XiGFP reactiv | S100A4 inh HTS | RAD52 inh
1 | CCCCC(CC)CNC(=O)c1cccs1 (stereo not given) | x | x | 9.4 | -1.7 | -15.6 | x | 1.8 | -7.7
2 | CCOC(=O)c1c(C)[nH]c(C(=O)Cn2nnc(-c3ccccc3)n2)c1C | x | 1.3 | -3.1 | -9.2 | -3.2 | x | x | x
3 | C[C@@H]1CN([C@@H](C)CO)C(=O)c2cc(NC(=O)Cc3cn(C)c4ccccc34)ccc2O[C@H]1CN(C)Cc1ccc(C(=O)Nc2ccccc2N)cc1 | 28.6 | 0.6 | -4.1 | -7.4 | 3.3 | 0.0 | -44.5 | 33.1
4 | CC(=O)c1ccc(OC(=O)COc2ccccc2Cl)cc1 | 12.7 | x | -5.5 | -2.0 | -0.1 | 0.1 | 0.5 | -13.5
5 | Cc1noc(C)c1NC(=O)Nc1ccc2c(c1)C(=O)N([C@@H](C)CO)C[C@@H](C)[C@H](CN(C)C(=O)Nc1ccc(F)cc1)O2 | 0.8 | 0.0 | 10.6 | 0.4 | 1.6 | 0.2 | -20.9 | -3.1
6 | COC(=O)c1cc(=O)n(Cc2ccc3c(c2)OCO3)c(=Nc2ccc(F)c(Cl)c2)s1 | 7.8 | x | -7.6 | 5.1 | 2.2 | -0.3 | 2.9 | -4.7
7 | O=C(COC(=O)c1cc(Cl)nc(Cl)c1)Nc1ccc(Cl)c(S(=O)(=O)N2CCOCC2)c1 | 3.8 | 4.6 | 1.7 | -5.6 | 0.9 | 0.0 | -11.2 | -11.3
8 | COc1ccc(CNC(=O)C[C@H]2CC[C@H](NC(=O)CN(C)C)[C@H](CO)O2)cc1 | 7.6 | 0.0 | -1.9 | -0.4 | 4.1 | 0.1 | 7.2 | 1.5
9 | O=C(NCCCN1CCOCC1)C(=O)N/N=C/c1ccccc1O | -7.9 | x | 7.1 | x | x | 0.1 | -1.6 | 0.2
10 | Cc1ccc(NC(=O)CN2C(=O)C(=O)N(C3CCCC3)C2=O)cc1Cl | -10.2 | 0.4 | -0.6 | 7.1 | 7.5 | 0.1 | 0.8 | -55.6
11 | O=C(NCc1ccco1)C1CCCN1S(=O)(=O)c1ccc2ccccc2c1 (stereo not given) | 6.6 | x | x | -4.8 | 2.2 | x | 8.6 | -6.8
12 | COc1ccccc1NS(=O)(=O)c1c(C(=O)N2CCCC2)c(C)n(C)c1C | -0.7 | x | -6.5 | -5.2 | 0.7 | 0.0 | 2.3 | 3.4
13 | COc1ccc(NC(=O)Nc2ccc3c(c2)C(=O)N([C@H](C)CO)C[C@@H](C)[C@H](CN(C)C(=O)C2CCCCC2)OCCCC[C@@H](C)O3)cc1 | 7.8 | 1.0 | x | 11.1 | 3.3 | 0.0 | -2.9 | 11.1
14 | O=C(C1CCCC1)N1CC2(C1)[C@H](c1ccccc1)[C@H](CO)N2C(=O)CC1CC1 | 2.7 | 0.0 | -4.5 | x | x | 0.0 | -9.6 | -10.1
15 | CO[C@H]1CN(C)C(=O)c2ccc(NC(=O)C3CC3)cc2OC[C@H](C)N(CC2CC2)C[C@@H]1C | -10.3 | -0.1 | -8.0 | -16.4 | 6.1 | 0.5 | 11.8 | -5.0
16 | CC1CCN(C(=O)/C(=C\c2ccccc2)NC(=O)c2ccccc2)CC1 | 1.7 | 0.0 | -4.8 | -0.3 | -5.4 | 0.1 | 1.8 | 3.1
17 | COc1ccc(C(=S)N2CCOCC2)cc1OC(=O)c1ccccc1 | -3.1 | -0.1 | -1.8 | -2.8 | 11.1 | 0.1 | -0.7 | -12.0
18 | O=S(=O)(c1ccc(F)cc1)N1CCN(Cc2ccccn2)CC1 | -2.7 | 0.9 | 1.9 | -7.3 | 6.5 | 0.0 | -12.2 | -18.0
19 | COC(=O)Cc1nnn2c1[C@H](C)[C@H](c1ccccc1Br)OC[C@H](C)C2 | 7.9 | -0.2 | 2.4 | x | x | -0.1 | -1.5 | -5.7
20 | CCN1CC(=O)N2[C@H](CO)[C@@H](c3ccc(Br)cc3)[C@@H]2C1 | -8.9 | -0.1 | -0.5 | x | x | 0.0 | 11.6 | -15.3
21 | O=C(NCc1ccccc1)c1cccnc1 | -2.2 | x | 2.2 | -3.9 | -4.4 | 0.2 | 0.1 | -34.9
22 | O=C(CCS(=O)(=O)c1ccccc1Cl)NC1CCCCCC1 | -62.2 | x | 8.3 | 49.0* | 2.6 | -0.1 | -1.0 | -15.4
23 | N#Cc1ccc(CN2CCN(C(=O)CCNS(=O)(=O)c3ccc(F)c(F)c3)CC2)cc1 | 4.2 | 2.3 | -4.9 | 3.8 | -11.6 | 0.3 | 5.3 | -5.6
24 | CN(C)CC#Cc1ccc([C@@H]2[C@@H](CO)N3CCCCN(C(=O)C4CC4)C[C@@H]23)cc1 | 6.9 | x | x | x | 4.3 | x | 4.9 | -5.7
25 | Cc1occc1-c1nnc(SCC(=O)NCCc2ccccc2)o1 | -2.2 | x | -1.0 | 9.5 | 1.2 | 0.0 | 2.7 | 2.0
26 | O=C1CNC[C@@H]2[C@H](c3ccc(C#Cc4cccnc4)cc3)[C@H](CO)N12 | -0.5 | 1.0 | -0.4 | x | x | 0.0 | -4.7 | -6.0
27 | O=C(C(=O)N1CCN(C(=O)C2CCC2)CC1)c1cccc(C(F)(F)F)c1 | -6.5 | 0.0 | 8.7 | x | x | 0.0 | 2.9 | 8.2
28 | COC(=O)[C@]12C[C@H](CC(=O)NCC34CC5CC(CC(C5)C3)C4)C(=O)N(CCC3=CCCCC3)C1=C[C@H](COCc1ccccc1)O[C@@H]2C | 7.2 | 0.0 | 0.8 | x | x | 0.0 | -6.4 | -12.5
29 | [O-][n+]1ccc(C(O)c2ccccc2)cc1 (stereo not given) | 2.8 | 0.1 | 4.9 | 3.4 | 0.3 | -0.1 | -0.3 | -7.7
30 | Cc1cccc(C)c1-n1nnnc1C1c2ccccc2C(=O)N1CCc1ccccc1F (stereo not given) | -62.3 | -3.9 | 1.7 | x | x | 0.3 | -1.6 | -10.6
31 | COc1cccc(-c2cn(CC[C@@H]3CC[C@@H](NC(=O)CC4CC4)[C@@H](CO)O3)nn2)c1 | -5.7 | 0.3 | -5.3 | 9.1 | -0.5 | 0.7 | 2.3 | 11.6
32 | C[C@@H]1CN([C@@H](C)CO)C(=O)Cc2cc(NC(=O)Cn3cnnn3)ccc2O[C@H]1CN(C)S(=O)(=O)c1ccc(F)cc1 | -4.4 | 0.4 | x | -3.1 | 1.2 | 0.0 | -4.3 | -4.1
33 | Cc1cc(C)c(C(=O)COC(=O)c2cccc(S(=O)(=O)N3CCOCC3)c2)cc1C | 1.5 | x | 3.2 | -1.2 | 0.4 | 0.0 | -0.6 | -18.2
34 | COc1ccc(-c2ccc(C(=O)Nc3ccc4c(c3)OCO4)c3occc23)c(C)c1 | -108.2 | 0.6 | -7.0 | 59.2* | -2.8 | 0.1 | 3.8 | -19.8
35 | CSc1ccc(/C=N/NC(=O)CN2CCN(Cc3ccc(Cl)cc3)CC2)cc1 | -9.6 | 4.8 | -0.9 | x | x | 0.3 | -3.4 | 8.6
36 | O=S(=O)(N[C@H]1CC[C@@H](CCn2cc(-c3ccccn3)nn2)O[C@@H]1CO)c1cccc(F)c1 | -6.1 | -0.4 | 3.3 | 0.5 | -3.2 | -0.6 | -28.3 | -15.2
37 | CCOC(COC(=O)c1ccccc1C(=O)O)c1ccccc1 (stereo not given) | 6.8 | -0.1 | 13.3 | x | 1.8 | 0.2 | 1.5 | -3.6
38 | CNC(=O)C[C@H]1CC[C@H]2[C@@H](COC[C@H](O)CN2C(=O)Nc2ccc3c(c2)OCO3)O1 | x | 0.3 | -12.5 | 25.0 | 1.6 | 0.3 | x | x
39 | COC(CNC(=O)CSCc1nc(-c2ccc(SC)cc2)oc1C)OC | -1.1 | -1.1 | 3.5 | x | x | 0.0 | -2.0 | 0.4
40 | O=C(CCSCc1ccccc1Cl)NCc1ccco1 | 8.5 | -0.2 | 12.4 | x | x | 0.3 | -0.9 | -6.0
41 | Cc1ccc(NC(=O)C(=O)c2c[nH]c3ccccc23)cc1 | -107.8 | 0.2 | -8.2 | 19.9 | 1.7 | 0.1 | -2.1 | 3.2
42 | COc1ccc([C@@H]2CC=C(C(=O)O)CN2S(=O)(=O)c2ccc(C)cc2)cc1OC | 3.1 | 0.5 | -0.7 | -1.3 | -4.4 | 0.0 | 2.0 | -7.0
43 | CCCn1c(CC)nc([N+](=O)[O-])c1Sc1ncn[nH]1 | 11.9 | -0.3 | -2.1 | -1.2 | 0.8 | 0.0 | 24.5 | -6.8
44 | CCOC(=O)c1c(C)[nH]c(C)c1S(=O)(=O)NCC1CCN(Cc2ccccc2OC)CC1 | x | 4.4 | 0.4 | 4.2 | x | 0.0 | 1.2 | -14.5
45 | O=C(CN1C(=O)c2ccccc2S1(=O)=O)NCCc1ccc(F)cc1 | -0.4 | 0.0 | x | -0.1 | -8.2 | -0.1 | -1.3 | -5.4
46 | CCOc1ccc(NS(=O)(=O)c2ccc3c(c2)CCN3C(C)=O)cc1 | 10.0 | 0.0 | 4.9 | 5.2 | -3.6 | 0.1 | -7.9 | -5.8
47 | C[C@@H]1CN([C@H](C)CO)C(=O)c2cccc(NC(=O)c3nc4ccccc4s3)c2O[C@H]1CN(C)Cc1ccc(C(=O)Nc2ccccc2N)cc1 | -5.5 | 0.8 | -2.5 | 12.4 | -3.3 | -0.3 | -3.5 | 12.8
48 | O=C1C2CCCCN2C(=O)N1CCCCN1CCN(c2cccc(Br)c2)CC1 (stereo not given) | 0.2 | 0.3 | 8.9 | -8.4 | -3.3 | 0.6 | -1.4 | -12.1
49 | C[C@@H]1CCCCO[C@@H](CN(C)Cc2ccc(Cl)c(Cl)c2)[C@H](C)CN([C@H](C)CO)C(=O)c2cc(NC(=O)Nc3ccccc3)ccc2O1 | 4.8 | x | -9.8 | 2.4 | -1.2 | 0.0 | 33.2 | -11.2
50 | COC(=O)c1ccc(CSc2nc3ccc(S(N)(=O)=O)cc3[nH]2)cc1 | 10.4 | x | 3.9 | -1.7 | -8.8 | 0.0 | 6.7 | 1.6
51 | C[C@H](CO)N1C[C@H](C)[C@@H](CN(C)C(=O)Nc2cc(F)ccc2F)Oc2cc(/C=C/c3ccccc3)ccc2S1(=O)=O | 22.3 | 1.1 | 9.5 | -0.7 | 6.6 | -0.2 | -3.1 | -10.9
52 | C[C@H]1CN([C@@H](C)CO)C(=O)c2cccc(NC(=O)c3ccc(-c4nccs4)cc3)c2O[C@H]1CN(C)C(=O)NC1CCCCC1 | -1.0 | -2.5 | 3.4 | -3.5 | -0.8 | 0.0 | 39.4 | 8.3
53 | Cc1cc(C)c(C)c(C(=O)C2OC(=O)C(C)(C)C(=O)C2(C)C)c1C (stereo not given) | 16.6 | 0.3 | 1.9 | -7.8 | 7.0 | 0.2 | -5.5 | -18.5

Sorted by the number under RAD52 inh (descending): some entries from above.
No. | mol | esBAF inh | S100A4 inh HTS | RAD52 inh
52 | C[C@H]1CN([C@@H](C)CO)C(=O)c2cccc(NC(=O)c3ccc(-c4nccs4)cc3)c2O[C@H]1CN(C)C(=O)NC1CCCCC1 | -3.5 | 39.4 | 8.3
4 | CC(=O)c1ccc(OC(=O)COc2ccccc2Cl)cc1 | -2.0 | 0.5 | -13.5
22 | O=C(CCS(=O)(=O)c1ccccc1Cl)NC1CCCCCC1 | 49.0* | -1.0 | -15.4
